Bioassay records (PubChem BioAssay)
S1P1 ag pot: activates or potentiates agonism at human S1P1 receptor; P21453; S1P1 CRE-bla cells, forskolin, beta-lactamase FRET, potentiator mode; S1P1 agonist co-added at EC20, 2 nM; 100% = saturating reference agonist, 0% = basal; activation, % at 9.5 µM; actives 0.57% (n = 56,000); AID 449;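 active = activation above a cutoff set at the mean activation of all tested compounds plus 3 SD, cut at about 54% in these data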;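 also: forskolin at 4 µM as EC80 and the EC20 agonist is SEW2871; 100% = SEW2871 at its EC100 plus forskolin at EC80; some compounds past the cut are filed as inactive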
Target sequence (P21453 whole entry, looked up): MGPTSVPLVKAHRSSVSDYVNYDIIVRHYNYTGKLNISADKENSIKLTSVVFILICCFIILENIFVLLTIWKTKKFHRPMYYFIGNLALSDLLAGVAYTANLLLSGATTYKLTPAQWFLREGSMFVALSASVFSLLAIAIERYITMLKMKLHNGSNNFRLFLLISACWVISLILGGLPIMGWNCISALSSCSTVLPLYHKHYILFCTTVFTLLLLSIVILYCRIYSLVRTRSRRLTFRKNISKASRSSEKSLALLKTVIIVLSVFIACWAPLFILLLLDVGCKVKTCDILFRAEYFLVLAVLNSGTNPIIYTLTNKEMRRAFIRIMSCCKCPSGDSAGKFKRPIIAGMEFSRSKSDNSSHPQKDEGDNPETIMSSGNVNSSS
M1 agonist: activates the M1 muscarinic receptor; CHO-M1 cells, Fluo-4 calcium fluorescence, agonist mode; stronger effect = higher value; B-score at 10 µM; actives 3% (n = 64,000); AID 626;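 active = fluorescence rise, raw or as B-score row- and column-corrected plate score, outside the 99.7% band of its plate's samples, either direction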
HTR1E agonist: agonists of human 5-HT1E serotonin receptor | P28566 | CHO 5-HT1E Ga15 NFAT-bla reporter, FRET; 0% DMSO wells, 100% control agonist wells | activation, % at 6 µM | actives 0.69% (n = 65,000);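 active = activation above a set limit, the screen-wide mean activation plus 3 SD, cut at about 8.5% in these data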;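 also: 100% = positive control agonist at 1 µM giving full maximal response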
Her2 expr inh: Her2 kinase expression inhibition; P04626; SKBR-3 HER2 protein level, AlphaScreen, 18-24 h; stronger effect = lower value; HER2 level % of control, % at 10 µM; actives 0.69% (n = 65,000); AID 645;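 active = HER2 level under 5% of the carrier-only control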;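 also: 100% = DMSO carrier and 0% = 500 nM PU-H71 HSP90 inhibitor; lower value means stronger loss of Her2 protein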
Jurkat viability: cytotoxic compounds reducing Jurkat cell viability | Jurkat E6.1 viability, ATP luminescence, 48 h | inhibition, % at 4 µM | actives 1.2% (n = 56,000) | AID 463;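 active = inhibition above the mean inhibition of all tested compounds plus 3 SD, cut at about 28% in these data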
5HT1E antag: 5-HT1E (human) receptor antagonism | P28566 | CHO 5-HT1E Ga15 NFAT-bla reporter, FRET, antagonist | inhibition, % at 6 µM | actives 0.99% (n = 65,000) | AID 571;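 active = inhibition above a set limit, the mean inhibition across every tested compound plus 3 SD, cut at about 29% in these data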;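 also: signal is the 460 over 535 nm emission ratio of beta-lactamase substrate; 0% = agonist plus DMSO wells and 100% = wells without agonist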
HEK293 NFkB inh: inhibitors of the PMA/ionomycin-induced NF-kB reporter in HEK293 cells; actives 0.21% (n = 62,000); HEK-293 NF-kB luciferase reporter, luminescence; inhibition, % at 3 µM;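 active = inhibition above the mean of all tested compounds plus 3 SD, cut at about 40% in these data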;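 also: 0% = stimulated DMSO wells and 100% = 10 µM reference inhibitor 5653914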
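System: NF-kB luciferase reporter HEK-293 cells | Replication: Single test | Control set: DMSO vs reference inhibitor | Evaluation: % inhibition | Schedule: 1 h pretreatment, 16 h stimulation, 37 °C | Probe or stimulus: PMA with ionomycin | Compound dosing: One dose, 3 µM | Detection: Luciferase luminescence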
S1P3 agonist: S1P3 (human) receptor agonism. Q99500. S1P3 NFAT-BLA reporter cells, FRET ratio; relative to 1 µM S1P, basal subtracted. activation, % at 4.5 µM. actives 0.1% (n = 60,000). AID 373;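 active = activation above the screen-wide mean plus 3 SD, cut at about 4.5% in these data, passing the limit was not always enough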; also: some compounds called inactive have numbers as strong as hits
Target sequence (Q99500 whole entry, looked up): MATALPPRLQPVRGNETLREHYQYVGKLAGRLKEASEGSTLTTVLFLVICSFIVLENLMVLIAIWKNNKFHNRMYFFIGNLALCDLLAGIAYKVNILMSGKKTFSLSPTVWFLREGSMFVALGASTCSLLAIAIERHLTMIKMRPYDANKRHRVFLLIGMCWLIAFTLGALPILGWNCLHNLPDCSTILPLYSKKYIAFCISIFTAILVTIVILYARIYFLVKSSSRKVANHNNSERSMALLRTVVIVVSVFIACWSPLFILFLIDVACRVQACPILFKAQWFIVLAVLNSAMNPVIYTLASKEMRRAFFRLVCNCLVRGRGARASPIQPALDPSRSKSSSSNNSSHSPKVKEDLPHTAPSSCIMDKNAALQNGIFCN
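Assay system: CHO cells stably expressing human S1P3, Gα16 and NFAT-β-lactamase reporter. Timing: overnight plating, 4 h compound 37 °C, 2 h substrate RT. Signal: β-lactamase FRET emission ratio 460/535 nm. Measure: percent activation versus median 1 µM S1P response, basal-subtracted, per plate. Repeats: primary screen single test, confirmation screen in triplicate.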
M1 antagonist: antagonists of rat M1 muscarinic receptor | actives 3.4% (n = 64,000) | CHO-M1 cells, Fluo-4 calcium, ACh EC80 antagonist mode; stronger effect = lower value | P08482 | B-score at 10 µM;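 active = calcium fluorescence response, raw or row-and-column corrected B-score, differing from the plate sample mean either way at a set confidence level, mostly lower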
The depositor's hits bear a star; / = not tested or not shown.

SMILES | S1P1 ag pot | M1 agonist | HTR1E agonist | Her2 expr inh | Jurkat viability | 5HT1E antag | HEK293 NFkB inh | S1P3 agonist | M1 antagonist
NC(=O)C1(N2CCCCC2)CCN(C(=O)c2cccs2)CC1 | -10.7 | 1.24 | -0.9 | 127.0 | -6.6 | 3.4 | 0.9 | -0.6 | 0.0813
Cc1ccccc1-n1nnnc1SC1CCOC1=O (centres undefined) | -4.4 | -0.973 | 0.3 | 104.1 | -2.5 | 11.6 | 17.4 | -0.6 | -0.00526
COCCNC(=O)c1ccccc1NC(=O)c1ccc(OC)c(OC)c1 | 4.5 | 31.2* | 0.4 | 182.6 | 14.3 | 13.1 | 22.1 | -0.6 | 0.679
C=CCn1c(SCC(=O)N2CCOCC2)nc(O)c(Cc2ccccc2)c1=O | -6.1 | -0.43 | 0.6 | 121.9 | -8.6 | -22.0 | 13.7 | -0.9 | 0.669
O=C(c1ccc(S(=O)(=O)N2CCOCC2)cc1)N1CCN(c2ccc(F)cc2)CC1 | -9.4 | -0.147 | -1.1 | 68.2 | 3.9 | -12.9 | 8.9 | -0.8 | 0.00714
COc1ccc(CNC(=O)c2csnn2)cc1 | 1.0 | 0.433 | 0.1 | 90.7 | 3.2 | -4.8 | 4.2 | -0.6 | 0.101
O=C1c2ccccc2C(O)N1Cc1ccccc1Cl (centres undefined) | 15.2 | 0.275 | -0.1 | 99.0 | 3.0 | -1.5 | 8.5 | 0.6 | -0.498
COc1ccc(C(=O)N2CCN(S(=O)(=O)c3cc(Cl)ccc3OC)CC2)cc1 | -5.3 | 0.277 | 0.5 | 133.5 | -2.8 | -2.7 | -14.5 | 0.2 | 1.4
O=C(O)c1ccc(N2CCCC2=O)cc1 | 5.1 | 0.0991 | -0.5 | 72.1 | 2.5 | 2.9 | 8.1 | 0.0 | 0.0695
O=C(NCc1cccs1)C1CCCN(S(=O)(=O)c2cnc[nH]2)C1 (centres undefined) | -11.6 | 0.778 | 0.6 | 93.4 | 1.8 | 6.4 | 2.8 | -1.2 | 0.0341
Cn1cnc2c(sc3nc(N4CCOCC4)c4c(c32)CC(C)(C)OC4)c1=O | -27.8 | 0.218 | 0.9 | 96.2 | -0.9 | 7.3 | 8.7 | 0.6 | -1.38
O=C(Nc1cccc(C(=O)N2CCCC2)c1)c1ccccc1 | -8.4 | 0.113 | 0.0 | 62.8 | 3.0 | 11.1 | 11.1 | -0.7 | 0.0406
COc1ccc(Cl)cc1S(=O)(=O)N1CCN(C)CC1 | -9.1 | 0.865 | 0.0 | 56.8 | -8.7 | 1.3 | 6.6 | 0.0 | -0.132
CCOc1ccc(C2CC(c3ccc(Br)cc3)Nc3nc(N)nn32)cc1 (centres undefined) | 0.6 | 0.944 | -1.0 | 108.1 | 5.6 | 4.3 | 22.2 | -1.9 | 0.681
CC(CC(=O)Nc1ccncc1)c1ccccc1 (centres undefined) | / | -0.318 | 0.1 | 112.4 | 7.5 | -5.6 | 7.7 | 0.4 | 0.0098
O=C(O)C1CC(=O)n2c(nc3ccccc32)S1 (centres undefined) | 8.2 | -0.531 | -0.4 | 119.1 | / | -0.9 | / | -4.5 | -0.315
CC(C)C(=O)NCCn1ccc2ccccc21 | -16.0 | 1.09 | 0.0 | 91.3 | -5.1 | -8.9 | 8.1 | -0.3 | 1.13
N#CC(C(=O)NCc1ccccc1)c1nc2ccccc2nc1N1CCCC1 (centres undefined) | -33.9 | 177* | 0.8 | 97.8 | -4.2 | 0.3 | 14.9 | -0.2 | -17.3*
Cc1cc2cc(CNC(=O)c3ccc(S(=O)(=O)N4CCOCC4)cc3)ccc2[nH]1 | -0.4 | 0.254 | 1.6 | 55.9 | -3.3 | -6.9 | 15.0 | -0.3 | 0.372
COc1cc(OC)c(NC(=O)c2c(-c3ccccc3)noc2C)cc1Cl | -25.2 | 0.249 | 0.2 | 79.3 | -1.4 | 8.1 | 9.9 | -0.3 | 0.104
C=CCN=C(NC#N)SCC(=O)NCc1ccccc1 | -3.9 | -0.823 | 0.3 | 69.4 | 0.8 | 0.0 | 1.5 | 0.8 | 0.667
O=CN1CCN(C2CC(=O)N(c3ccc4c(c3)OCO4)C2=O)CC1 (centres undefined) | 6.5 | -0.0736 | 0.1 | 149.1 | -0.1 | -3.7 | 10.9 | -0.8 | 0.566
CC(=O)c1ccc(N2CCN(C(=O)c3cc(C)on3)CC2)cc1 | -12.1 | -0.644 | -0.2 | 118.7 | -3.5 | 2.9 | 0.5 | -0.6 | 0.747
Cc1csc(C(C#N)C(=O)c2cc3ccccc3o2)n1 (centres undefined) | / | -0.745 | -0.3 | 106.0 | / | -4.7 | -33.1 | / | -1.65
CSc1ncccc1C(=O)OCn1nnc2ccccc2c1=O | 6.2 | -0.368 | 1.6 | 110.4 | -0.2 | 6.0 | 8.3 | 1.7 | 0.597
N#CNC1=NCN(Cc2ccccc2)CN1 | -5.0 | 0.858 | -0.3 | 110.6 | 0.8 | -5.7 | 7.2 | -0.5 | -0.555
Cc1cccnc1NC(=O)Nc1ccc(F)cc1 | -13.4 | -0.972 | -2.5 | 96.1 | 4.6 | 3.0 | -5.0 | -0.7 | -0.336
COc1ccc(C(=S)N2CCN(C)CC2)cc1Br | -28.1 | 0.226 | 0.6 | 108.5 | 4.1 | 2.4 | -0.4 | -2.1 | 0.856
N#Cc1nc(COc2ccc(-c3ccccc3)cc2)oc1NCCCN1CCOCC1 | -8.5 | -1.21 | -0.2 | 68.7 | -1.1 | -9.0 | 4.2 | -0.9 | -2.98*
COC(=O)c1[nH]c(C)c(/C(O)=C2\C(=O)C(=O)N(CCN(C)C)C2c2ccc(C)o2)c1C (centres undefined) | -1.9 | -0.201 | -0.6 | 214.6 | -2.1 | -1.9 | 14.5 | 0.6 | 0.702
CN(Cc1ccccc1)C(=O)N[C@@H](Cc1ccccc1)C(=O)O | -2.3 | -0.00105 | -0.2 | 108.0 | 3.7 | -1.2 | 28.1 | -1.3 | 0.0224
CCOCC(=O)Nc1nc2ccc(C)cc2s1 | / | 1.37 | 0.2 | 80.1 | / | -1.3 | -16.3 | / | -1.41
COc1ccc(C2=NOC(Cn3c(Cc4ccc(Cl)cc4)nc4c3c(=O)n(C)c(=O)n4C)C2)cc1 (centres undefined) | -1.5 | 1.88 | -0.1 | 107.0 | -6.9 | -8.0 | 22.4 | -0.7 | -0.243
COc1ccccc1N1CCN(C(=O)c2sc3nc(-c4ccccc4)cn3c2C)CC1 | -22.5 | 0.654 | 0.1 | 89.6 | 1.7 | -0.9 | 25.4 | 0.6 | -3.5*
O=C1c2ccccc2S(=O)(=O)N1CC1CC(c2ccccc2)=NO1 (centres undefined) | 27.1 | -0.326 | 0.3 | 61.1 | 3.3 | -6.7 | -16.3 | 0.5 | -0.287
O=C(O)CCCCCN1C(=O)c2ccc(C(=O)O)cc2C1=O | -18.1 | 0.0839 | -0.9 | 134.2 | -1.0 | -17.4 | 15.6 | 0.9 | 0.378
C=CCn1c(C(C)NC(=O)COC)nc2ccccc21 (centres undefined) | -9.0 | -0.129 | 0.2 | 120.7 | -1.9 | 0.4 | 2.8 | -0.5 | 0.476
Cn1c(C(=O)N2CCC(C(=O)N3CCOCC3)CC2)cc2sccc21 | -22.1 | 0.248 | -0.1 | 97.8 | -4.5 | -4.8 | 5.6 | -0.1 | -0.0273
CCn1c(SCC(=O)c2ccc3c(c2)OCCO3)nnc1-c1ccco1 | 2.6 | -0.578 | 0.0 | 103.8 | -2.5 | -7.6 | 19.8 | -0.7 | -0.575
CCN(CC)CCSc1nc(O)c(-c2ccccc2)c(=O)[nH]1 | -3.5 | 1.24 | 0.5 | 115.5 | 1.0 | 2.8 | -3.0 | 0.3 | 0.064
Cc1occc1C(=O)n1nnc2ccccc21 | / | -0.108 | 0.4 | 37.6 | -2.2 | 16.9 | -8.1 | -0.6 | 0.221
Cn1c(NCc2cccs2)nc2ccccc21 | 10.1 | -0.396 | -0.8 | 87.0 | -5.2 | -3.3 | 5.0 | -0.4 | -0.612
O=C(c1ccc2c(c1)OCO2)[C@@H]1[C@@H]2C(=O)N(C3CCCCC3)C(=O)[C@@H]2C2c3ccccc3C=CN21 (some centres undefined) | 0.7 | 0.533 | -1.8 | 85.7 | -3.3 | 5.8 | 4.7 | -0.6 | -0.836
C=CCn1c(SC(C)C(=O)NCc2ccc3c(c2)OCO3)nnc1C1CCCCC1 (centres undefined) | 4.8 | 0.397 | -0.4 | 119.7 | 8.4 | -2.3 | 7.8 | 0.6 | 0.0252
O=C(Nc1nnc(-c2cccs2)o1)c1ccco1 | -10.5 | -0.522 | -0.1 | 91.5 | 5.7 | -5.8 | 6.4 | -1.4 | -0.86
CCc1nnc(NC(=O)CSc2nnc(-c3ccccc3OC)n2-c2ccccc2)s1 | -9.0 | 0.152 | 0.1 | 98.3 | -0.7 | -1.9 | 23.5 | -0.7 | -0.0223
c1ccc(-c2cnn3nnnc3n2)cc1 | / | 0.0153 | 0.8 | 93.5 | / | 0.6 | 15.5 | / | -0.106
CCOC(=O)C(NC(C)=O)(N1CCc2ccccc2C1)C(F)(F)F (centres undefined) | -9.7 | -0.332 | 0.0 | -17.5* | 4.6 | 9.9 | 15.8 | -1.6 | -0.242
CCOc1ccc(N(CC(=O)NC2CCCC(C)C2C)S(=O)(=O)c2c(C)noc2C)cc1 (centres undefined) | -1.0 | -0.493 | 0.4 | 52.5 | -8.3 | 7.0 | 7.2 | 0.4 | -0.263
CCn1c(C)csc1=NC(=O)c1ccccc1 | -8.2 | -0.464 | -0.5 | 123.8 | -5.0 | -8.8 | 9.9 | -0.3 | -0.519
CC(C)(C)NC(=O)c1ccc2nccnc2c1 | -5.6 | 0.0205 | -0.4 | 86.4 | -5.6 | -5.7 | -1.1 | 0.2 | 0.282
COc1cccc(S(=O)(=O)NCc2ccc(C(=O)NCC3CCCO3)cc2)c1 (centres undefined) | / | 0.855 | 0.9 | 137.7 | -5.5 | -6.3 | 6.2 | -0.5 | 0.00202

A second format for part of the listing above:
| compound | S1P1 ag pot | M1 agonist | HTR1E agonist | Her2 expr inh | Jurkat viability | 5HT1E antag | HEK293 NFkB inh | S1P3 agonist | M1 antagonist |
| --- | --- | --- | --- | --- | --- | --- | --- | --- | --- |
| CCOc1ccc(N(CC(=O)NC2CCCC(C)C2C)S(=O)(=O)c2c(C)noc2C)cc1 (centres undefined) | -1.0 | -0.493 | 0.4 | 52.5 | -8.3 | 7.0 | 7.2 | 0.4 | -0.263 |
| CCn1c(C)csc1=NC(=O)c1ccccc1 | -8.2 | -0.464 | -0.5 | 123.8 | -5.0 | -8.8 | 9.9 | -0.3 | -0.519 |

Single records (already shown). Values in the order: S1P1 ag pot | M1 agonist | HTR1E agonist | Her2 expr inh | Jurkat viability | 5HT1E antag | HEK293 NFkB inh | S1P3 agonist | M1 antagonist
COc1cccc(S(=O)(=O)NCc2ccc(C(=O)NCC3CCCO3)cc2)c1 (centres undefined) as listed: / | 0.855 | 0.9 | 137.7 | -5.5 | -6.3 | 6.2 | -0.5 | 0.00202
CCOc1ccc(N(CC(=O)NC2CCCC(C)C2C)S(=O)(=O)c2c(C)noc2C)cc1 (centres undefined) as listed: -1.0 | -0.493 | 0.4 | 52.5 | -8.3 | 7.0 | 7.2 | 0.4 | -0.263
